Screens from PubChem.
Nrf2 activator – qHTS of Nrf2 Activators. AREc32 ARE-luciferase reporter (MCF7-derived line), luminescence, 24 h. Potency, µM (top dose mostly 46.1 µM), for the others: top-dose activation, actives largely listed as activators. hit rate 0.31% among 410,000; also: potency is read from the fitted curve at half-maximal effect; % of control where 0% means no effect; nearly all actives have a fitted effect of over 65% in size
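AREc32 cells carrying an ARE-driven firefly luciferase, 1000 cells/well in OPTI-MEM with 5% FBS, dosed after overnight attachment and incubated 24 hr at 37 deg C. Steady-Glo luminescence read after 30 min at RT.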
MCF10A rereplic – A quantitative high throughput screen for small molecules that induce DNA re-replication in MCF 10a normal breast cells. MCF 10A DNA re-replication, Hoechst nuclear intensity, 48 h. Potency, µM (series often up to 46.1 µM), for inactives: at the top dose activity, positive = re-replication, actives largely listed as activators. hit rate 2.9% among 350,000; also: potency is read from the fitted curve at half-maximal effect; % of control where 0% means no effect; nearly all actives have a fitted effect of over 50% in size
HepG2 viability – qHTS for Inhibitors of TGF-b: Cytotox Counterscreen. HepG2 CAGA-GFP viability, ATP luminescence, 18 h. Potency, µM (highest dose often 46.1 µM), without a hit: at the highest dose activity change, negative = cytotoxicity, most hits filed as cytotoxic. hit rate 0.76% among 410,000. AID 588856, 2011; also: potency is read from the fitted curve at half-maximal effect; some results filed as inactive show a strong effect at the top dose
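CellTiter-Glo luminescence gave cytotoxicity after 18 hours at 37 degrees C. The cells were HepG2 CAGA-GFP in 1% FBS DMEM, stimulated with 500 pg/mL TGF-beta after compound addition. %Activity was normalised to no-cell wells (complete cell-killing) and DMSO (no toxicity), and curves were fitted and classified.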
A549 viability – Nrf2 qHTS screen for inhibitors: counterscreen for cytotoxicity; AID 504648, 2011; hit rate 0.16% among 390,000; Potency, µM (top dose mostly 46 µM), for inactives: at the top dose activity change, negative = cytotoxicity, actives largely listed as inhibitors; A549 ARE-Fluc cells, CellTiter-Fluor viability, 18-24 h; also: potency is read from the fitted curve at half-maximal effect; % is scaled to controls: 0 for no effect and ±100 for the full control effect
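A549 ARE-Fluc cells in 5% FBS OPTI-MEM, 5000 cells/well, rested 2 h then exposed to compounds in concentration-response for 18-24 h at 37 °C. Viability by CellTiter-Fluor fluorescence (Ex 405/Em 525) after 30 min; luciferase luminescence (BugLite, 15 min, RT) read afterwards.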
Nrf2 inh – Nrf2 qHTS screen for inhibitors. A549 ARE-Fluc reporter, luciferase luminescence, 18-24 h. Potency, µM (series often up to 46 µM), for the others: at the highest dose activity change, negative = inhibition, hits mostly inhibitors. hit rate 2.1% among 360,000. AID 504444, 2011; also: potency is read from the fitted curve at half-maximal effect; % is scaled to controls: 0 for no effect and ±100 for the full control effect; nearly all actives have a fitted effect of over 60% in size
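Nrf2 activity is the BugLite luminescence, read 15 min after reagent at room temperature, following CellTiter-Fluor cytotoxicity readout (30 min, 37C). Compound titrations were applied for 18-24 h to 5000 A549 ARE_Fluc cells/well in 5% FBS OPTI-MEM.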
ATXN2 expr inh – Primary qHTS for Inhibitors of ATXN expression; AID 1745845, 2022; HEK-293 ATXN2-luciferase reporter, luminescence, 24 h; hit rate 0.72% among 360,000; Potency, µM (titrated, usually from 57 µM), for inactives: at the highest dose activity change, negative = inhibition, hits mostly inhibitors; also: potency is read from the fitted curve at half-maximal effect; % is scaled to controls: 0 for no effect and ±100 for the full control effect; nearly all actives have a fitted effect of over 55% in size
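qHTS (up to 57 uM final) was run with 24 h compound exposure of reporter cells at 37 °C. Each well was multiplexed: SteadyGlo luminescence measured ATXN2-luciferase expression after a fluorogenic Gly-Phe-AFC viability readout (25 uM final).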
IL1B secr inh – qHTS for Inhibitors of Inflammasome Signaling: IL-1-beta AlphaLISA Primary Screen. AID 743279, 2014. activity change, % at 57.5 µM. THP-1 LPS/ATP IL-1B secretion, AlphaLISA, 16 h; stronger effect = lower value. hit rate 4.7% among 360,000; in the data active = activity change below about -50%; inconclusive = mostly about -30% to -49%; also: % is scaled to controls: 0 for no effect and ±100 for the full control effect
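THP-1 cells pretreated 1 hr with compounds (up to 57.5 uM final), then stimulated with LPS (250 ng/mL final) plus ATP (1.25 mM final); secreted IL-1B measured by AlphaLISA after 16 hr, decreased signal indicating inhibition.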
TGFb inhibitor – qHTS for Inhibitors of TGF-b. AID 588855, 2011. hit rate 1.2% among 410,000. HepG2 CAGA-GFP TGF-b/SMAD3 reporter, GFP fluorescence, 18 h; TGF-beta stimulated, 500 pg/mL final. Potency, µM (doses to about 46.1 µM), for inactives: top-dose activity, negative = inhibition, most hits filed as inhibitors; also: potency is read from the fitted curve at half-maximal effect; % is scaled to controls: 0 for no effect and ±100 for the full control effect; nearly all actives have a fitted effect of over 65% in size
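Using HEPG2 CAGA-GFP reporter cells at 1000 cells/well, we pinned test compounds, stimulated with recombinant TGF-beta (500 pg/mL final) and measured total well GFP after 18 h.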
S2 tox – Viability Counterscreen for Primary qHTS for Inhibitors of ATXN expression | S2 cells (HEK-293 line with an ATXN2-luciferase reporter) viability, CellTiter-Fluor protease fluorescence, 24 h | Potency, µM (titrated, usually from 56.7 µM), actives largely listed as cytotoxic | hit rate 0.49% among 400,000; also: potency is read from the fitted curve at half-maximal effect; nearly all actives have a fitted effect of over 40% in size
An asterisk follows results filed as active; i = inactive; ? = inconclusive; · = no result given; & = joins results of further samples; ! = not active in a repeat; [ ] = another dose, or the depositor's remark. Unless noted, calls follow the shape of the dose curve; as a rule, active = well fitted curve in the direction sought with a large enough effect; inconclusive = small, poorly fitted or top-dose-only effect, or another doubt; inactive = no such curve, though single readings can be large; an effect the other way counts as inactive or inconclusive.

SMILES	Nrf2 activator	MCF10A rereplic	HepG2 viability	A549 viability	Nrf2 inh	ATXN2 expr inh	IL1B secr inh	TGFb inhibitor	S2 tox
Cc1cccc(C(=O)Nc2cccc(OCc3cc(=O)n4c(C)csc4n3)c2)c1	-0.1%	·	-10%	-2%	?	-5%	·	-15%	i
COCCCNC(=O)CN(c1cccc(Cl)c1)S(C)(=O)=O	0.4%	0%	0%	1%	1%	0%	5	17%	i
CCOc1ccc(-n2c(=O)c3c(C)c(C)sc3n(CC(=O)Nc3ccc(CC)cc3)c2=O)cc1	0.1%	·	-3%	-9%	-28%[9.27 µM]	-2%	·	-1%	i
CC(C)=C1C2CCC1C1C(=O)N(c3nc(-c4ccc(C(C)C)cc4)c(C)s3)C(=O)C21 (stereo not given)	1.8%	?	-1%	?	?	0%	16	-16%	i
O=C(NC(Cc1ccc(O)cc1)C(=O)N=Nc1c(O)[nH]c2ccccc12)c1ccccc1 (stereo not given)	-0.8%	0%	-2%	-18%	-12%	9%	-2	-7%	i
Cn1c(CSCc2ccc(F)cc2)nnc1SCC(=O)N1CCN(c2ccccc2)CC1	-0.2%	3%	-18%	-6%	13µM*	-19%	-17	-10%	i
COc1ccc(C(=O)NCCN2CCOCC2)cc1S(=O)(=O)Nc1ccc(C)cc1	-0.3%	-1%	4%	-2%	8%	3%	24	2%	i
O=c1c2c(-c3ccc([N+](=O)[O-])cc3)csc2nc2n1CCCCC2	-0.3%	4%	-28%	7%	27%	10%	-6	-16%	i
CCOC(=O)C1(Cc2ccccc2Cl)CCN(C(=O)CCn2ccnc2C)CC1	-0.9%	14%	0%	1%	8%	-3%	6	11%	i
O=C1NCCN(Cc2ccc(-c3ccccc3)cc2)C1CC(=O)N1CCN(CCO)CC1 (stereo not given)	0.4%	7%	-2%	1%	6%	-5%	24	5%	i
CCN(CC)S(=O)(=O)c1cccc(-c2nnc(SC(C)C(=O)NCCC3=CCCCC3)o2)c1 (stereo not given)	4.3%	6%	-6%	3%	?	-17%	-24	-15%	i
Nc1c(C(=O)NCc2ccccc2)nnn1Cc1cccc(Br)c1	0.6%	·	-41%	-6%	?	·	·	?	·
CC1CCCN(c2ccc(C(=O)Nc3ccc4c(c3)OCO4)cc2[N+](=O)[O-])C1 (stereo not given)	2.7%	6%	-2%	-5%	?	8%	-66*	0%	i
CC(=O)Nc1ccc(S(=O)(=O)NCCC(=O)NNC(=O)c2ccccc2O)cc1	-0.3%	-6%	-3%	-2%	-30%	0%	2	-6%	i
CC(NC(=O)OC(C)(C)C)C(=O)NC(CCC(=O)OCc1ccccc1)C(N)=O (stereo not given)	0.7%	4%	10%	0%	-25%	-16%	-8	0%	·
O=[N+]([O-])CC(c1ccccc1)c1c[nH]c2ccccc12 (stereo not given)	3.0%	15µM*	-35%	-8%	-3%	·	5	?	?
COc1ccc(NC(=O)Cn2nc(C(=O)O)c3ccccc3c2=O)cc1Cl	-0.2%	11%	-1%	-3%	6%	-8%	2	1%	·
N#Cc1ccccc1OCCCN1CCC(Cc2ccccc2)CC1	-0.3%	-9%	-41%	-20%	-3%	·	?	0%	i
Cn1cccc1/C=N/NC(=O)c1ccncc1	-0.6%	2%	-31%	0%	-5%	17%	15	0%	i
O=C(CN1C(=O)C(=O)N(Cc2ccccc2)C1=O)Nc1cc(Cl)cc(Cl)c1	2.3%	?	-24%	2%	?	-21%	68	?	i
CN1CCN(C(=O)/C(=C/c2ccc([N+](=O)[O-])cc2)NC(=O)c2ccccc2)CC1	-0.1%	16%	-3%	1%	5%	6%	13	4%	i
COc1cccc(-c2noc(C3CCCN(C(=O)Cc4ccccc4)C3)n2)c1 (stereo not given)	4.2%	25%	-23%	1%	8%	8%	-6	?	i
O=C(NCC1COc2ccccc2O1)c1ccc(NC(=O)C2CCCO2)cc1 (stereo not given)	-0.2%	-1%	1%	-3%	8%	19%	-3	-3%	i
O=C(COC(=O)C1CCCCC1)Nc1ccc(S(=O)(=O)N2CCOCC2)cc1	0.2%	-1%	5%	3%	6%	-1%	8	-19%	i
COc1ccccc1Cc1nc2ccccc2nc1SCC(=O)Nc1ccccc1C(F)(F)F	0.0%	·	1%	0%	·	·	·	5%	·
C=CCn1c(SCc2c(C)noc2C)nc2sc(C)c(C)c2c1=O	3.1%	23µM*	-22%	-29%	?	8%	-22	1%	i
CN1CCCC(OC(=O)c2cccc(S(=O)(=O)N3CCCCCC3)c2)C1 (stereo not given)	-0.4%	14%	5%	9%	2%	-2%	13	-3%	i
CCCNC(=O)C1CCN(Cc2cc3ccccc3n2Cc2ccccc2)CC1	9.0%	·	-35%	-11%	·	?	·	?	?
CCCn1nc(C(=O)NNC(=O)c2ccc(C)c(C)c2)c2ccccc2c1=O	0.3%	0%	-1%	-8%	0%	-8%	5	6%	?
COc1ccc(OCC(=O)Nc2c(C(=O)N3CCN(C)CC3)oc3ccccc23)cc1	0.3%	?	-12%	5%	1%	-7%	-4	-2%	i
CC(=O)c1cccc(NC(=O)C(C)OC(=O)CCN=C2NS(=O)(=O)c3ccccc32)c1 (stereo not given)	1.9%	-1%	3%	-1%	22%	5%	9	20%	i
O=C(N/N=C/c1ccc([N+](=O)[O-])cc1)c1ccc2nc[nH]c2c1	0.3%	-42%[inhibitor]	-25%	-1%	-9%	-1%	2	0%	?
Cc1nonc1N1CCN(Cc2cn[nH]c2-c2ccc(F)cc2F)CC1	0.0%	?	-10%	-8%	-20%	5%	27	6%	i
COc1ccc(C2(C(=O)NCC3CCCO3)CCOCC2)cc1 (stereo not given)	0.1%	-4%	2%	-1%	24%	1%	15	0%	i
Cc1ccc(S(=O)(=O)N2CCN(Cc3cccnc3)CC2)cc1	0.3%	?	-6%	3%	-4%	1%	0	0%	i
COc1ccc(NC2=C(C(C)=O)C(c3ccc(OC)cc3)C(C(C)=O)C(C)(O)C2)cc1 (stereo not given)	2.1%	-1%	-8%	-9%	-11%	-25%	-8	-2%	·
COc1cc(CNc2ccc(CNc3ncn[nH]3)cc2)ccc1OCC(=O)NC(C)(C)C	0.8%	20%	-13%	-1%	16µM*	-18%	-3	-27%	i
COC(=O)C1SCC2C(=O)N(Cc3ccc(F)cc3)CC(=O)N21 (stereo not given)	-0.3%	1%	8%	-7%	-12%	·	1	7%	i
C=CCc1cccc2cc(C(=O)N3CCOCC3)c(=O)oc12	-0.4%	8%	12%	5%	-3%	-37%	?	1%	i
O=C(NC(NNc1ccc([N+](=O)[O-])cc1)(C(F)(F)F)C(F)(F)F)c1ccc(Cl)cc1	9.7%	15µM*	-5%	?	?	?	?	?	i
CCCCCCC(=O)NCC(=O)OCC(=O)c1ccccc1	0.4%	-12%	-20%	-1%	-12%	-10%	14	-8%	i
CC(=O)N1c2c(cc(Br)cc2S(=O)(=O)NCC2COc3ccccc3O2)CC1C (stereo not given)	2.2%	2%	-22%	-6%	-10%	-31%	?	5%	i
C=CCN(c1nc(C)cc(OC)n1)S(=O)(=O)c1ccccc1	-0.3%	6%	-32%	-1%	6%	·	9	-12%	i
CCNC(=O)COn1c(SCC(=O)NCC)nc2ccccc2c1=O	2.5%	3%	-22%	-1%	1%	1%	-15	-3%	i
Cn1c2ccccc2c(=O)c2c(=O)n(Cc3ccco3)c(-c3ccc(F)cc3)nc21	3.4%	-15%	20µM*	0%	1%	-18%	-7	-13%	i

In another format: entries from further up.
CC1CCCN(c2ccc(C(=O)Nc3ccc4c(c3)OCO4)cc2[N+](=O)[O-])C1 (stereo not given)
- Nrf2 activator: 2.7%
- MCF10A rereplic: 6%
- HepG2 viability: -2%
- A549 viability: -5%
- Nrf2 inh: ?
- ATXN2 expr inh: 8%
- IL1B secr inh: -66*
- TGFb inhibitor: 0%
- S2 tox: i

COCCCNC(=O)CN(c1cccc(Cl)c1)S(C)(=O)=O
- Nrf2 activator: 0.4%
- MCF10A rereplic: 0%
- HepG2 viability: 0%
- A549 viability: 1%
- Nrf2 inh: 1%
- ATXN2 expr inh: 0%
- IL1B secr inh: 5
- TGFb inhibitor: 17%
- S2 tox: i

Following part:
SMILES	Nrf2 activator	MCF10A rereplic	HepG2 viability	A549 viability	Nrf2 inh	ATXN2 expr inh	IL1B secr inh	TGFb inhibitor	S2 tox
O=C(COC(=O)c1ccccc1SCC(=O)N1CCCC1)NCc1ccccc1	1.9%	2%	1%	18%	22%	5%	-2	8%	i
CC(NC(=O)CN1CCN(c2ccccc2F)CC1)c1ccccc1 (stereo not given)	0.3%	0%	0%	3%	-6%	7%	57	14%	i
CSCCC(N=C1NS(=O)(=O)c2ccccc21)C(=O)NCCc1ccccc1 (stereo not given)	-0.1%	1%	4%	-13%	-4%	4%	-4	-18%	i
N#CC1(NC(=O)COC(=O)CNC(=O)c2sc3ccccc3c2Cl)CCCCC1	0.2%	-6%	-17%	7%	6%	·	23	-10%	i
O=C(c1ccc2nc(-c3ccco3)c(-c3ccco3)nc2c1)N1CCN(c2ncccn2)CC1	14%	13µM*	-1%	1%	-9%	-2%	-3	-16%	?
NC(c1csc(NC(=O)Nc2ccccc2Cl)n1)C1CCCCC1 (stereo not given)	-0.4%[9.22 µM]	·	-89%	·	·	-21%	0	?	i
N/C(=N\N=C\c1ccc2c(c1)OCO2)c1nonc1N	0.5%	5%	-20%	0%	?	·	-15	7%	i
C(C#CCCCCCCCCC[n+]1ccccc1)#CCCCCCCCCC[n+]1ccccc1	-1.8%&-0.7%	?	-163%&-156%	?	12µM*	7.1µM*!	-95*	11µM*	13µM*
